# Screening results as filed in PubChem.
# MCL1-BIM inh: inhibitors of human MCL1 binding to BIM-BH3 peptide; GST-MCL1 / FITC-Bim-BH3 fluorescence polarization; 320,000 tested, 0.68% active; inhibition, % at 10.9 µM; AID 2057; Q07820;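 active = inhibition above the mean inhibition of all tested compounds plus 3 SD, set per campaign, cut at about 40% in these data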;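 note: 0% = DMSO wells and 100% = unlabeled Bim-BH3 peptide control; higher means more loss of mP so more displacement of Bim peptide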
# Fam108B counter: counter-screen for RBBP9 inhibitors: inhibitors of mouse Fam108B; recombinant Fam108B, FP-Rh probe fluorescence polarization; inhibition, % at 9.51 µM; 300,000 tested, 0.33% active;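 active = inhibition above the screen mean inhibition plus 3 SD, computed separately per campaign, cut at about 18% in these data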;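 note: inhibitors lower polarization as less probe binds the enzyme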
# TPT1 inhibitor: inhibitors of Candida albicans tRNA 2'-phosphotransferase TPT1 | AID 1962 | recombinant caTPT1, FP RNA substrate dephosphorylation | 300,000 tested, 0.81% active | inhibition, % at 5 µM;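 active = inhibition above the mean of all tested compounds plus 3 SD, set per screening campaign, cut at about 24% in these data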;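 note: plate controls were DMSO alone for no effect and ferristatin control at 100 nM for full effect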
# GSTO1 inh: blocks human GSTO1 in RBBP9 counter-screen; recombinant GSTO1, activity-based probe fluorescence polarization; P78417; inhibition, % at 5.96 µM; 300,000 tested, 1.1% active; AID 1974;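 active = inhibition above the campaign mean inhibition plus 3 SD, cut at about 35% in these data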;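 note: 0% = GSTO1-1 with DMSO and 100% = wells lacking GSTO1-1 enzyme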
# MEX-5 binding: C. elegans MEX-5 TCR-2 RNA binding activity; Q9XUB2; MEX-5/FITC-TCR2 RNA binding, fluorescence polarization; hits give low values; activity score (negative = inhibition of binding), % at 10 µM; 300,000 tested, 0.38% active; AID 1832;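 active = inhibition past about -25% in most replicates, and total fluorescence under double the plate's negative control median, limit read from the data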;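 note: 0% = DMSO and -100% = 5 µM competing unlabeled TCR2 RNA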
# PME-1 primary: PME-1 (human) inhibition | Q9Y570 | recombinant PME-1, FP-Rh probe fluorescence polarization | inhibition, % at 5.9 µM | 320,000 tested, 0.53% active | AID 2130;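 active = inhibition above the campaign mean of all compounds plus 3 SD, cut at about 26% in these data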;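 note: competitive labeling of PME-1 active site by serine hydrolase directed probe; 0% = PME-1 with DMSO and 100% = wells lacking PME-1 enzyme; inhibitors block probe labeling so polarization falls and inhibition rises; many of its hits are not listed in these tables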
# Target sequence (Q9Y570 whole entry, looked up): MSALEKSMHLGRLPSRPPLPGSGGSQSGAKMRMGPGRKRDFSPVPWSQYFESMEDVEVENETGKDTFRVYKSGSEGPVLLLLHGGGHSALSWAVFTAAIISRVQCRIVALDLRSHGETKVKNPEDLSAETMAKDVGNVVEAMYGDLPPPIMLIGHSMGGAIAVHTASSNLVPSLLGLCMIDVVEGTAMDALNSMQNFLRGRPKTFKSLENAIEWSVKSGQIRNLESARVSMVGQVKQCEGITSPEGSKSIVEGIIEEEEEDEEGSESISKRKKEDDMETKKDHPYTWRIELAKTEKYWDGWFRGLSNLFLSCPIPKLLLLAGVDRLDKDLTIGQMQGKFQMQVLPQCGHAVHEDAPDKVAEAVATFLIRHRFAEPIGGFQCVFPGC
# PAD4 FP inh: inhibitors of human PAD4 | Q9UM07 | recombinant PAD4, RCA probe fluorescence polarization | inhibition, % at 6.36 µM | 330,000 tested, 0.41% active;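 active = percent inhibition above a cutoff equal to the mean of all tested compounds plus 3 SD, cut at about 15% in these data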;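 note: 0% = PAD4 with RCA probe and DMSO and 100% = probe without PAD4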
# Target sequence (Q9UM07 whole entry, looked up): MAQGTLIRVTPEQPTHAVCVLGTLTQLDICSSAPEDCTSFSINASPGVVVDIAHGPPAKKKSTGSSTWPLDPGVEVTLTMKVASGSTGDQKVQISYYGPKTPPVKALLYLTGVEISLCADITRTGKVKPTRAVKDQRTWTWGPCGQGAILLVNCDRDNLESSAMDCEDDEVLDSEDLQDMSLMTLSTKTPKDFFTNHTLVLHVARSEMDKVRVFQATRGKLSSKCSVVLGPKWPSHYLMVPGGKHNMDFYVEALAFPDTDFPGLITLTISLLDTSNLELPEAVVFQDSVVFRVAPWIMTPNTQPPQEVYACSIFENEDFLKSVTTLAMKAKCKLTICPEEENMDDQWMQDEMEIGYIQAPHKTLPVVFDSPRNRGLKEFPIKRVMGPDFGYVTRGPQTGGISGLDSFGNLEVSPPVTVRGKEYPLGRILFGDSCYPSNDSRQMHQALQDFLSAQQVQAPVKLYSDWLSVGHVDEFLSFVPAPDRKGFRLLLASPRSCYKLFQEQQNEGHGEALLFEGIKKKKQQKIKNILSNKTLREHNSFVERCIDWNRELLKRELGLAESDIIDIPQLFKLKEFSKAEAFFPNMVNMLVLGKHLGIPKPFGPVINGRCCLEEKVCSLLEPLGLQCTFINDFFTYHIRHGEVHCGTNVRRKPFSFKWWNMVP
# BCLXL inh: inhibitors of human Bcl-xL; 320,000 tested, 0.7% active; GST-Bcl-xL / FITC-Bim BH3 peptide fluorescence polarization; inhibition, % at 10.9 µM; Q07817;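 active = inhibition above the mean of all tested compounds plus 3 SD, cutoff set per campaign, cut at about 30% in these data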;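 note: 0% = DMSO wells and 100% = unlabeled Bim-BH3 peptide competitor; inhibitors lower millipolarization by displacing the labeled peptide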
# GLD-1 TGE inh: GLD-1-TGE RNA interaction inhibition (C. elegans); inhibition, % at 5.96 µM; Q17339; 320,000 tested, 0.44% active; AID 2280; purified GLD-1 + fluorescein TGE RNA, fluorescence polarization;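 active = percent inhibition above a per-plate cutoff, the plate mean of test compounds plus 3 SD, cut at about 30% in these data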;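 note: 0% = DMSO wells with GLD-1 and probe and 100% = wells lacking GLD-1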
# * marks the source's active call; other numbers are inactive results; nt = no result given.
SMILES,MCL1-BIM inh,Fam108B counter,TPT1 inhibitor,GSTO1 inh,MEX-5 binding,PME-1 primary,PAD4 FP inh,BCLXL inh,GLD-1 TGE inh
COC(=O)C(C)N(C#N)c1nc(C)nc(C)n1 (configuration not stated),4.9,-0.9,-1.8,12.2,-2.1,-6.6,-4.8,1.1,9.5
Cc1ccc(S(=O)(=O)N2CCOCC2)cc1NC(=O)C1=NN(c2ccccc2)C(=O)CC1,-1.9,-2.3,-2.6,4.2,2.5,4.0,4.1,3.9,6.3
CCSc1cc(N2CCCC2)nc(-c2ccc(Cl)cc2)n1,0.6,nt,nt,nt,nt,-12.2,-0.8,3.2,-9.7
N=C(N)SCc1nc2ccccn2c1Br,0.7,0.7,-0.2,2.3,-1.6,0.9,0.0,-3.1,4.6
Cc1cc(C)c(NC(=O)COC(=O)COc2ccc3c(C)cc(=O)oc3c2)c(Cl)c1,-5.8,nt,nt,nt,nt,-0.7,2.2,2.1,-1.8
S=C(Nc1ccccc1)N(CCN1CCOCC1)Cc1cccc(Cl)c1,0.1,-3.0,1.0,7.5,-0.8,-0.6,-3.8,2.0,-1.8
CC1(C)C(/C=C/C=C/C=C/C=C2\N(CCCCS(=O)(=O)O)c3ccc4ccccc4c3C2(C)C)=[N+](CCCCS(=O)(=O)[O-])c2ccc3ccccc3c21,89.8*,-4.0,75.3*,41.2*,nt,-52.5,-35.0,84.6*,0.3
CNS(=O)(=O)c1ccc(C(=O)NCC(=O)NCCc2ccc3c(c2)OCCO3)cc1,5.5,nt,nt,nt,nt,8.3,3.0,0.4,-1.1
O=S(=O)(c1ccc(N2CCN(Cc3ccccc3)CC2)nc1)N1CCCC1,2.8,nt,nt,nt,nt,0.1,5.1,-3.0,4.3
O=c1ccc(NS(=O)(=O)c2ccccc2)cn1Cc1ccc(Cl)c(Cl)c1,4.9,0.7,2.5,4.5,1.1,3.5,-4.1,0.5,-1.2
Cc1cccc(NC(=O)C2CC(O)CN2C(=O)Oc2ccccc2)c1 (configuration not stated),7.5,0.9,-1.1,3.0,4.2,-2.0,-4.3,1.3,4.2
CC1Sc2ccc(S(=O)(=O)CCC(=O)N(C)Cc3ccco3)cc2NC1=O (configuration not stated),9.0,1.5,-4.2,5.2,4.9,-6.6,1.7,8.9,10.1
Cc1ccc(C(=O)NN2CC(O)=C(c3nc(-c4cccc([N+](=O)[O-])c4)cs3)C2=N)cc1,10.1,9.2,-7.4,13.3,1.6,0.7,0.6,8.3,-1.3
C/C(N)=C(/C#N)C(=O)COC(=O)c1cccc(O)c1,3.4,2.6,-2.4,-1.4,-0.4,8.1,1.6,0.2,-5.2
COCc1ccc(C(=O)N2CCCC(Nc3ccc(F)c(F)c3)C2)s1 (configuration not stated),-5.2,5.7,-3.1,5.2,1.0,3.9,-1.9,-0.5,-3.7
CC1CCN(S(=O)(=O)c2ccc3ncn(CC(=O)N4CCN(C)CC4)c(=O)c3c2)CC1,-8.1,-3.7,-4.3,-9.3,0.5,2.6,-3.0,4.6,-1.1
COC(=O)C1CCN(C(=O)COC(=O)c2ccc(=O)n(Cc3ccccc3)n2)CC1,1.1,-2.3,0.6,-1.1,-0.6,3.8,1.4,2.3,5.1
O=C(CN1C(=O)CSc2ccc(S(=O)(=O)N3CCOCC3)cc21)NCCCN1CCc2ccccc2C1,-2.8,2.3,-3.2,-7.0,-1.5,3.9,-4.5,2.7,4.5
CC(C)CNS(=O)(=O)c1cc2c3c(c1)CCC(=O)N3CCC2,4.5,3.9,-4.2,-4.8,0.0,-9.9,3.2,12.3,-0.4
CCOc1ccc(NC(=O)CN2C(=O)CSc3ccc(S(=O)(=O)N4CCOCC4)cc32)cc1,0.4,4.2,-3.8,6.7,3.4,2.8,-0.3,0.9,-4.2
O=C(CCCc1c[nH]c2ccccc12)Nc1ccc(S(=O)(=O)Nc2ncccn2)cc1,0.1,-4.6,5.1,3.2,0.8,-2.0,-6.2,-3.1,6.7
COc1cccc(/C=N/Nc2nc3ccccc3n3cnnc23)c1,1.9,1.5,-2.8,-2.9,-1.9,-13.6,-3.7,2.0,8.4
CC1CCN(C(c2ccc(N(C)C)cc2)c2nnnn2Cc2ccc(F)cc2)CC1 (configuration not stated),1.3,14.7,-3.7,-0.2,7.3,4.6,4.4,2.2,-0.1
COC(=O)c1ccc(C(=O)OC)c(NC2=NS(=O)(=O)c3ccccc32)c1,9.6,-2.2,-1.2,-5.7,0.5,-1.9,0.3,5.2,2.3
CCN(CC)C(=O)c1ccc(S(=O)(=O)NCc2cccnc2)cc1,1.1,-0.3,-2.1,-0.2,1.4,-3.4,-1.2,4.3,7.5
CCc1nnc(NS(=O)(=O)c2ccc(N/C=C(\C=O)c3nc4cc(Cl)ccc4o3)cc2)s1,-21.6,-2.9,80.5*,-21.4,-15.6,6.0,-3.4,-1.4,-25.7
O=C(CCC(=O)N/N=C/c1ccccc1O)NCc1ccccc1,1.7,0.0,2.2,-0.6,-0.9,-1.8,1.1,1.4,-0.3
CC(C)(C)c1nc(CN2CCCCC2)cc(CN2CCCCC2)c1O,7.5,-1.1,1.4,7.1,-0.3,-4.7,-0.3,2.8,6.3
Clc1ccc(CSc2cc3c(nn2)-c2ccccc2CC3)cc1,0.7,-5.3,-3.0,1.0,-0.2,-0.6,-2.7,-4.2,8.5
COc1ccc(N2CCN(C(CNC(=O)C(=O)NCc3ccc4c(c3)OCO4)c3ccco3)CC2)cc1 (configuration not stated),1.6,5.9,-2.1,9.3,-0.1,-3.6,0.5,6.7,3.8
COc1ccnc2c1c(=O)n(Cc1cccc(Cl)c1)c(=O)n2C,5.3,-2.6,-1.1,-5.1,0.5,-10.9,3.2,12.5,10.3
CCCc1ccc(C(=O)NNc2cccc(C)c2)cc1,-7.8,-1.2,-3.1,6.1,nt,-4.7,-6.7,3.7,1.2
CC(C)OCCCNC(=O)Cn1ncc2c(=O)oc3ccccc3c21,-6.7,2.3,-6.1,-3.3,0.3,0.8,-5.4,1.3,-10.3
S=c1[nH]nc(COc2ccc(Cl)cc2)n1-c1ccc(Cl)cc1,-10.4,3.1,0.1,2.2,1.5,-1.5,-1.0,-3.4,3.4
Cc1cc(C)c[n+](-c2[nH]c(=O)sc2/C=N/N=C(\N)[S-])c1,2.7,-1.3,-4.7,11.5,-8.2,-2.1,-2.6,2.0,14.7
O=C(c1ccc(C(F)(F)F)cc1)N1CCN(c2ccc(N3CCOCC3)nn2)CC1,5.5,-0.9,0.0,-0.4,-2.5,0.6,-0.3,6.4,6.7
COc1ccc(C)cc1NC(=O)Nc1ccc2c(c1)CCC2,-0.5,1.1,2.0,-1.2,2.7,10.5,-1.7,2.8,9.0
O=C(C1CCC(Cn2c(=S)[nH]c3ccccc3c2=O)CC1)N1CCN(c2ccccn2)CC1 (configuration not stated),6.2,-2.2,0.1,2.1,0.6,-3.3,-1.5,3.7,-3.0
CN(C)S(=O)(=O)c1ccc(NC(=O)COC(=O)CC2CC3CCC2C3)cc1 (configuration not stated),-11.8,-5.9,0.2,-9.2,-1.1,1.0,-7.2,-2.7,-4.1
CCCNS(=O)(=O)c1ccc(N2CCCC2=O)c([N+](=O)[O-])c1,-1.3,-0.3,-2.0,2.2,-2.1,5.0,1.7,1.8,5.3
CCCC(=O)NC(=S)Nc1ccccc1OC,11.0,2.0,-1.8,7.7,-0.8,-1.8,4.2,1.9,1.3
Nc1nc(-c2cc3ccccc3o2)cs1,0.7,-0.9,-5.5,13.1,-1.3,-5.7,0.6,-3.9,2.5
CCOc1cc(NC(=O)C2CC2)c(OCC)cc1NC(=O)CCn1nnc2ccccc21,4.7,3.1,2.1,-5.5,0.7,6.2,-1.0,0.1,-2.2
COc1cccc(C(=O)OC2CCN(C)CC2)c1,0.2,-1.7,-1.7,6.7,0.4,2.1,-2.2,2.6,-4.6
COC(=O)C1=NN[C@H](C(=O)OC)[C@H]1c1ccccc1,4.1,2.4,-3.3,3.8,1.2,7.5,8.0,5.9,5.3
Cc1c(C)c(C)c(CO/N=C/c2cccs2)c(C)c1C,-3.4,3.3,-0.7,-2.2,0.1,0.1,-4.4,0.8,1.3
CC(C)(C)c1ccc(CCC(CC(=O)O)CC(=O)O)cc1,1.5,-2.1,-0.1,8.9,-1.4,-1.4,1.5,9.1,2.7
CCn1c(SCC(=O)N2CCOCC2)nc2oc3c(Cl)cc(Cl)cc3c(=O)c2c1=O,21.1,3.5,-3.7,-42.6,-2.0,-6.4,-7.5,17.6,3.1
C=CCn1c(NC(=O)c2ccco2)nc2ccccc21,11.4,1.2,-6.7,9.7,0.6,3.8,-1.2,5.0,1.4
COc1cccc(-c2cc(-c3cccnc3)nc(N)c2C#N)c1,-0.1,-6.1,4.2,-5.0,0.6,-10.6,-2.5,0.3,0.8
# Carrying on.
SMILES,MCL1-BIM inh,Fam108B counter,TPT1 inhibitor,GSTO1 inh,MEX-5 binding,PME-1 primary,PAD4 FP inh,BCLXL inh,GLD-1 TGE inh
CC(C)(C)OC(=O)NCCCCCc1nnc(SCc2ccccc2)o1,2.3,2.7,2.8,-1.1,-1.2,-3.1,-2.8,0.2,-4.1
CCOC(=O)c1ccc(NC(=S)N2CCSC2c2ccc(Br)cc2)cc1 (configuration not stated),0.0,-23.8,-0.8,0.2,1.0,-25.9,-1.5,-5.8,3.3
COc1ccc(-c2cn3c(C)c(C(=O)NC(C)C)sc3n2)cc1,6.7,2.3,-1.1,9.4,-0.3,-0.2,0.3,7.0,3.6
Cc1ccc(/C=C/C2=NN(C)C(=O)CC2)cc1,-0.8,-1.1,-5.9,7.9,-1.7,-2.4,-0.6,5.6,2.2
COc1ccc(Nc2nc(N3CCN(C)CC3)nc3ccccc23)c(OC)c1,2.0,-2.2,-8.1,10.6,-4.1,-0.3,0.9,9.2,9.1
Cc1ccc(CNCC2CCCO2)o1 (configuration not stated),-5.1,-3.5,1.9,6.5,0.2,-2.0,-3.5,-0.3,6.8
COc1ccc(NC(=S)NC(NC(=O)CCl)C(Cl)(Cl)Cl)c([N+](=O)[O-])c1 (configuration not stated),16.5,-2.9,3.6,91.7*,1.4,0.3,-3.8,5.7,5.8
CN(Cc1ccccc1)C(=O)NC1CCCCC1,-0.7,7.6,-3.4,1.9,2.3,-0.7,-2.9,5.3,-8.2
COc1ccccc1C(=O)NC(=O)CSc1nc2nc(C)cc(C)n2n1,-9.7,nt,nt,nt,nt,-1.1,-2.5,1.0,5.1
COc1ccc(CCn2c(-c3cccc([N+](=O)[O-])c3)nc3nc4ccccc4nc32)cc1OC,27.2,-0.1,-0.5,3.3,-0.9,1.1,-0.2,1.8,9.0
O=[N+]([O-])c1ccc(Cl)cc1CN1CCCCCC1,15.8,0.5,-0.7,0.4,-1.4,0.4,-2.5,10.5,5.4
C[C@H](O)CC1=C[C@H](O)[C@@H](C)OC1=O,0.4,1.3,-2.7,6.9,-0.4,2.1,3.4,5.6,4.6
CCOC(=O)N1CCN(S(=O)(=O)c2ccc(F)c(C(=O)Nc3ccc(C)c(Cl)c3)c2)CC1,21.7,-18.2,-3.8,-12.5,2.0,-27.5,1.6,3.9,-11.1
NCCOc1ccccc1-c1ccccc1,6.2,1.6,-2.3,-1.4,1.4,1.3,-0.4,6.2,-0.2

# These rows are one share of the data. The share of hits here may be higher or lower than overall.
